High-throughput results as filed in PubChem BioAssay.
Rin1 Abl inh: inhibitors of human Rin1-Abl protein interaction. inhibition, % at 7.35 µM. 0.4% of 360,000 active. P00519+Q13671. TR-FRET Rin1/Abl binding, biochemical; in the data active = inhibition above about 5%, passing the limit was not always enough
FAS-TE inh: blocks the thioesterase domain of human fatty acid synthase; recombinant FAS-TE, OMFH fluorogenic substrate, fluorescence endpoint; inhibition, % at 15 µM; 0.67% of 360,000 active;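 active = compounds whose normalised, plate-corrected inhibition of enzyme fluorescence in the single-dose primary screen is 50% or more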;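 also: 0% = DMSO with enzyme and 100% = substrate without enzyme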
bovine MsrA act: activates bovine MsrA enzyme; purified bovine MsrA, absorbance read-out; activation, % at 10.6 µM; 0.3% of 360,000 active; in the data active = activation above about 7.5%;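 also: 0% = vehicle and 100% = reference activator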
NRP1-CendR mod: alters CendR peptide binding to human NRP-1. O14786. FAM-RPARPAR peptide binding to NRP-1, fluorescence polarization. inhibition, % at 25 µM. 0.85% of 360,000 active;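 active = inhibition or corrected inhibition above about 18%, plus a signal ratio from 0.5 to 1.5, limit read from the data, passing the limit was not always enough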; also: strong numbers were not always called active
SKN-1 block: C. elegans SKN-1 inhibition; 0.49% of 360,000 active; C. elegans VP596 Pgst-4::GFP/RFP ratio, acrylamide-induced, 24 h; inhibition, % at 21.8 µM; AID 624304;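 active = interference check ratio from 0.5 to 1.5 plus GFP to RFP signal ratio inhibition reaching or exceeding a fixed threshold, cut at about 30% in these data, passing the limit was not always enough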; also: some compounds called inactive have numbers as strong as hits
MLLE-PAM2 inh: inhibitors of microRNA-mediated deadenylation, human PABP1 MLLE binding; GST-MLLE / FITC-PAM2 fluorescence polarization; inhibition, % at 20 µM; 0.36% of 360,000 active; AID 588489; in the data active = inhibition above about 35%, passing the limit was not always enough;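 also: plate controls were DMSO wells with GST-MLLE for no effect and wells lacking GST-MLLE protein for full effect; some results filed as inactive read as strong as hits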
eLon inh: inhibitors of E. coli Lon protease | P0A9M0 | purified E. coli Lon protease, fluorescence polarization | inhibition, % at 7.94 µM | 0.42% of 360,000 active | AID 602123; in the data active = inhibition above about 13%, passing the limit was not always enough;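 also: 0% = enzyme with probe and DMSO and 100% = no enzyme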
Neddyl block: inhibitors of human cullin neddylation; P61081+Q13564; TR-FRET cullin neddylation, biochemical; calls only at 25 µM; 0.58% of 360,000 active; AID 651699; in the data active = inhibition above about 36%
Target sequence (P61081 whole entry, looked up): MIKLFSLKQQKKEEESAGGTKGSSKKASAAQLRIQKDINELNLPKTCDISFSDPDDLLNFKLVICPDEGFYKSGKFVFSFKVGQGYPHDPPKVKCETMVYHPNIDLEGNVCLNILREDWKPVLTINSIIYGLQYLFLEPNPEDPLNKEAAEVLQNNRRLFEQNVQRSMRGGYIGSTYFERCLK
Target sequence (Q13564 whole entry, looked up): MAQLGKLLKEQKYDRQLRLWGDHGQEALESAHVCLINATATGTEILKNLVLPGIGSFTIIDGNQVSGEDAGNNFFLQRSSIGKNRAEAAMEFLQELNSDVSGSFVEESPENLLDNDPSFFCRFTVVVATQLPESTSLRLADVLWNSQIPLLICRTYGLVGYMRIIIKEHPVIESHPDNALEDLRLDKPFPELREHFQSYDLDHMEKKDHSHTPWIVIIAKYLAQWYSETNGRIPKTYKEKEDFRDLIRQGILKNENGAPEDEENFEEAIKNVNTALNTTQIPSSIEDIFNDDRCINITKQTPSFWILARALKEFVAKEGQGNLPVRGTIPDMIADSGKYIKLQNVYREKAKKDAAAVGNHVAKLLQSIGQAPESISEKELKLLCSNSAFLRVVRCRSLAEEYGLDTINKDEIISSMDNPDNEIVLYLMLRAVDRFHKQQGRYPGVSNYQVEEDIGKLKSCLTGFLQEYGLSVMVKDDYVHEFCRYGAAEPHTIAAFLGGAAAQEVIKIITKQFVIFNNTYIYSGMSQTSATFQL
MT1-MMP act inh: blocks activation of human MT1-MMP; HT1080 RFP-PRO-GFP cells, GFP/RFP ratio fluorescence, overnight; percent of plate control window, DMSO zero; P50281; 0.061% of 360,000 active; AID 651647; GFP/RFP ratio change, % at 20 µM;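 active = GFP/RFP ratio change of at least 30% with cell ATP level not reduced by more than half and red fluorescence within 50% of control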; also: strong numbers were not always called active
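Assay system – RFP-PRO-GFP reporter HT1080 cells · Compound dosing – single dose of 20 µM compound, 1% DMSO final · Incubation – overnight compound exposure at 37 °C · Measure – GFP/RFP fluorescence ratio · Benchmarks – DMSO wells and RFP-L50D-GFP cells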
* hit, by the source's call; i = inactive; . = not tested or not shown.

SMILES | Rin1 Abl inh | FAS-TE inh | bovine MsrA act | NRP1-CendR mod | SKN-1 block | MLLE-PAM2 inh | eLon inh | Neddyl block | MT1-MMP act inh
CCOC(=O)CSc1nnc(CSc2nc3sc4c(c3c(=O)[nH]2)CCCC4)n1-c1ccccc1 | 2 | 5 | 3 | 0 | 3 | -27 | -2 | i | 2
O=C(OCC(=O)N1CCc2ccccc21)c1ccc[n+]([O-])c1 | -4 | -2 | -2 | 9 | 23 | -9 | -6 | i | 12
COc1ccc(NC(=O)CN(C)C(=O)c2c(-c3ccccc3Cl)noc2C)cc1 | 2 | -1 | -3 | 12 | 3 | -28 | -13 | i | -1
O=C(c1cccs1)N1N=C(c2ccccc2)CC1c1ccccc1O (stereo not drawn) | 1 | -1 | -6 | -14 | 7 | 4 | -6 | . | -1
O=C(Cc1ccccc1)NC(CSSCC(NC(=O)Cc1ccccc1)C(=O)O)C(=O)O (stereo not drawn) | 0 | -9 | 0 | 9 | 0 | -1 | -5 | i | -2
CC(Sc1nnc(N)s1)C(=O)NNC(=O)c1cccc(Cl)c1 (stereo not drawn) | 0 | -12 | -1 | 8 | -15 | 12 | -1 | i | -1
CCCCCCC(=O)N1CCN(c2cc3c(cc2F)c(=O)c(C(=O)O)cn3CC)CC1 | 5 | -12 | -1 | 5 | 15 | 2 | -1 | . | 0
COc1ccc(C(CNC(=O)CN2C(=O)NC3(CC(C)CC(C)(C)C3)C2=O)N2CCOCC2)cc1 (stereo not drawn) | 4 | 0 | 1 | -5 | 12 | 8 | -2 | i | 4
CN1C2CCC1CC(NC(=O)CSc1ccc(C(C)(C)C)cc1)C2 (stereo not drawn) | 4 | -2 | 0 | 6 | 2 | -1 | 0 | i | 2
COc1ccc(Cl)cc1N1CCN(CCNC(=O)Nc2ccccc2C)CC1 | -3 | 17 | -10 | 12 | -19 | -9 | -3 | i | 1
CCOC(=O)Cn1c(-c2nonc2NC(=O)c2ccccc2F)nc2ccccc21 | 1 | 14 | -4 | -31 | 15 | -41 | -13 | i | -8
O=C(NCc1ccccc1)C(c1ccc(F)cc1)N(C(=O)c1csnn1)C1CC1 (stereo not drawn) | 4 | 2 | -1 | 18 | -9 | 14 | 0 | i | -2
N#Cc1c(N)n[nH]c1Cc1cccc2ccccc12 | 1 | -3 | -3 | 8 | 6 | 9 | -10 | i | 3
O=C1COc2ccc(C(=O)COc3ccc([N+](=O)[O-])cc3)cc2N1 | -2 | -5 | -1 | -2 | -3 | -4 | -1 | i | 1
Nc1cc(S(=O)(=O)N2CCOCC2)ccc1N1CCOCC1 | 2 | -6 | -2 | 14 | 3 | -6 | -18 | i | -1
CN(c1ncc(C(F)(F)F)cc1Cl)N1C(=O)c2cccc([N+](=O)[O-])c2C1=O | 2 | 2 | -3 | 6 | -2 | -9 | 3 | i | 0
COc1ccc(C(C)=O)cc1CN1C(=O)NC2(CCCCCCC2)C1=O | 0 | -1 | -2 | -8 | 2 | -1 | -7 | i | 0
Cc1c(NC(=O)C2(c3ccc(Cl)cc3)CCCC2)c(=O)n(-c2ccccc2)n1C | 1 | 0 | 3 | 1 | -18 | 2 | -10 | i | -2
Cc1ccccc1OCCn1c(=S)[nH]c2ccccc21 | 0 | 17 | -1 | 11 | 19 | -86 | 1 | i | 3
COCCCNCCCCOc1c(Cl)cc(C)cc1Br | 0 | -6 | -3 | 2 | 8 | 2 | 2 | i | -5
CCc1cc(C(=O)Nc2cc(Cl)ccc2N2CCN(C)CC2)sc1C | 1 | 4 | -10 | 10 | -15 | -14 | 4 | i | -3
O=C(Nc1ccc(N2CCCC2)cc1)c1cc(Cl)ccc1Cl | -2 | -18 | -2 | -21 | 10 | -16 | -8 | i | 2
COc1ccc(/C=C2\SC(N)=NC2=O)cc1Br | -3 | -4 | -6 | -42 | 1 | -8 | -23 | i | -2
O=C(CCNC(=O)C1CCN(S(=O)(=O)c2ccc(F)cc2)CC1)NCc1ccccc1Cl | 0 | -4 | -2 | 4 | 9 | -5 | 17* | i | -1
COc1ccc(C2(c3ccc(OC)cc3)NC(=O)N(CC(=O)Nc3ccc(OC(F)F)cc3)C2=O)cc1 | 0 | 26 | -5 | 3 | -13 | -8 | 5 | i | -1
O=C(NCC1COc2ccccc2O1)c1cccs1 (stereo not drawn) | 0 | -3 | -2 | 3 | -1 | -9 | -12 | i | -6
COC(=O)c1ccc(NC(=O)c2ccc3c(c2)C(=O)N(Cc2cccnc2)C3=O)cc1 | 1 | -23 | -2 | 1 | 3 | -6 | 0 | i | -3
O=C(O)c1ccc(/C=C2\SC(=S)N(NC(=O)c3ccccc3)C2=O)cc1 | -2 | -4 | -2 | -40 | 4 | 17 | -5 | i | 10
COc1ccc(-c2cc(C#N)nc(NN)n2)cc1 | 1 | 2 | -3 | 11 | -4 | -14 | 8 | i | 2
CCc1noc(C)c1C(=O)Nc1ccccc1N1CCOCC1 | -4 | -7 | -3 | 0 | 0 | -8 | -19 | i | -3
CCOC(=O)C1(C(N)=O)OC1(c1ccc(Cl)cc1)c1ccccc1Cl (stereo not drawn) | 3 | -3 | -3 | 11 | -15 | 1 | 2 | i | 0
O=C(O)c1ccccc1C(=O)OCCc1cc2ccccc2c(=O)o1 | 0 | -13 | -2 | 17 | 3 | -14 | 4 | i | -4
CCCCN(C)Cc1c(C(=O)N2CCc3ccccc3C2)nc2ccc(Cl)cn12 | 2 | 1 | -1 | -8 | 5 | 0 | -8 | i | -10
Cc1n[nH]c(=O)n1-c1ccc(C(C)C)cc1 | 3 | -5 | -2 | -2 | 8 | -6 | -5 | i | 1
O=c1c2ccccc2nc(-c2ccccc2)n1O | -1 | -2 | -3 | -2 | 4 | 6 | 13 | i | 2
CC(C)(C)C(=O)CC1(O)C(=O)N(Cc2ccc(Cl)cc2)c2ccccc21 (stereo not drawn) | 2 | 1 | -12 | 7 | -15 | 3 | -4 | i | 4
O=C(CSc1nnc2ccccn12)NC(=O)c1cccc([N+](=O)[O-])c1 | 0 | -4 | -3 | 11 | 5 | -16 | 4 | i | -2
Cc1ccc(NCc2ccc(O)c3ncccc23)cc1 | 2 | -8 | -4 | 4 | 2 | 22 | -5 | i | -23
O=c1cc(O)n(-c2ccccc2F)c(=S)[nH]1 | 4 | -6 | -3 | -17 | 6 | -2 | -8 | i | -10
Cc1cc(CNC(=O)CC2C(=O)NCCN2CC(c2ccccc2)c2ccccc2)on1 (stereo not drawn) | 8 | -6 | -6 | 11 | -3 | 9 | 1 | i | 3
CCCCNC(=O)C1(C)CCN1C(=O)c1c(F)ccc(C)c1F (stereo not drawn) | -1 | -11 | 1 | -4 | 8 | 1 | -5 | i | 3
CCOc1ccc2nc(SCC(=O)Nc3ccc4c(c3)OCO4)sc2c1 | 0 | 21 | -7 | -7 | -4 | -6 | -1 | i | 9
Cc1cc(NC(=O)COC(=O)Cn2[nH]c(=O)c3ccccc3c2=O)c([N+](=O)[O-])cc1C | 2 | 3 | -4 | 2 | 0 | 12 | -10 | i | 3
C/C(=N/Nc1ccc([N+](=O)[O-])cc1)c1c[nH]c2ccccc12 | 3 | 39 | -2 | -179 | 1 | -134 | -144 | i | -62
O=C(OC(C(=O)Nc1ccc(Cl)c(C(F)(F)F)c1)c1ccccc1)C1=COCCO1 (stereo not drawn) | -3 | 30 | -3 | -2 | 10 | 1 | 0 | i | -5
CC(C)CC(N)c1csc(NC(=O)NCCc2ccccc2)n1 (stereo not drawn) | 0 | -10 | -5 | -9 | 1 | -14 | -3 | i | -2
Cc1ccc(S(=O)(=O)N2CCN(C(=O)CCC(=O)N3CCc4ccccc43)CC2)cc1 | 0 | -3 | -6 | -3 | 2 | 4 | -4 | i | -3
O=C(NN/C(=N/S(=O)(=O)c1ccc(Cl)cc1)c1ccccc1)c1cccc(Cl)c1 | 1 | 14 | -2 | -2 | 15 | 5 | -2 | i | 2
CC(=O)C1=C(O)C(=O)N(CC(=O)O)C1c1ccccc1Cl (stereo not drawn) | -7 | -2 | -3 | 8 | 8 | 0 | 0 | i | -1
Cc1cc(C)nc(NS(=O)(=O)c2ccc(NC(=O)c3cccs3)cc2)n1 | 4 | -5 | -11 | -1 | -1 | -11 | 9 | i | -1
C=CCC[C@@H](Cc1ccc(F)cc1)C(=O)OC[C@@H]1CCCN1C(=O)[C@@H](CC=C)CC(=O)N[C@@H](CO)Cc1ccccc1 | 2 | 48 | 6 | 15 | -22 | -8 | -12 | i | -13
Oc1ccccc1-c1nc2cnccn2c1Nc1ccc2c(c1)OCCO2 | 0 | 11 | -3 | -9 | 4 | -3 | -1 | i | 5
O=S(=O)(c1ccc2oc(=S)[nH]c2c1)N1CCOCC1 | 5 | -7 | 4 | 11 | 7 | -31 | -9 | i | 5
Cc1ccccc1-n1nnnc1-c1ccccc1 | -2 | -2 | -2 | 3 | 5 | 9 | 6 | i | 3
COc1cc(C2C(C(C)=O)=C(O)C(=O)N2Cc2ccccc2)ccc1O (stereo not drawn) | 0 | -4 | 1 | 16 | 15 | -5 | -3 | i | 2
Nc1nc(N)c2nc(-c3ccccc3)c(N)nc2n1 | -4 | -5 | -6 | 11 | 11 | -7 | -10 | i | 0
Cc1ccc(OCCn2c(=O)sc3ccccc32)cc1 | 0 | 14 | 5 | -7 | -4 | -7 | -2 | i | 2
CCN(CC)C(=O)[C@H]1C[C@H](CC(=O)NCc2cccc(C(F)(F)F)c2)C(=O)N2CCc3c([nH]c4cc(-c5ccco5)ccc34)[C@]12C | 1 | 17 | 4 | -23 | 2 | -12 | 7 | . | -9
CC1CCC(NC(=O)CSc2nncn2C)CC1 (stereo not drawn) | -3 | -4 | -5 | 23* | 1 | -23 | -1 | i | 2
COC(=O)c1ccc2nc(-c3cccc(Cl)c3)c(Cc3ccsc3)n2c1 | 4 | 9 | -3 | -9 | 11 | 0 | -4 | i | -3
The results go on:
SMILES | Rin1 Abl inh | FAS-TE inh | bovine MsrA act | NRP1-CendR mod | SKN-1 block | MLLE-PAM2 inh | eLon inh | Neddyl block | MT1-MMP act inh
O=C(c1cccc(COc2ccc(Cl)cc2Cl)c1)N1CCN(c2ccccn2)CC1 | 2 | 36 | 6 | -6 | 9 | 0 | -4 | i | -6
COc1ccc2nc(C)cc(Nc3ccc(C(=O)O)cc3)c2c1 | 0 | -5 | 0 | 6 | 8 | 6 | -4 | i | 1
Cc1ccc(-c2cn3cccnc3n2)cc1 | 1 | -1 | -4 | 2 | 11 | 5 | -14 | . | 1
COc1ccc(C(CNC(=O)Cc2cc(OC)c(OC)c(OC)c2)N2CCCC2)cc1 (stereo not drawn) | 5 | -5 | -5 | -11 | -10 | -7 | -8 | i | -5

2 entries picked at random from the list so far:
SMILES | Rin1 Abl inh | FAS-TE inh | bovine MsrA act | NRP1-CendR mod | SKN-1 block | MLLE-PAM2 inh | eLon inh | Neddyl block | MT1-MMP act inh
Cc1ccc(-c2cn3cccnc3n2)cc1 | 1 | -1 | -4 | 2 | 11 | 5 | -14 | . | 1
COc1ccc2nc(C)cc(Nc3ccc(C(=O)O)cc3)c2c1 | 0 | -5 | 0 | 6 | 8 | 6 | -4 | i | 1

4 entries from above in another layout.
mol	Rin1 Abl inh	FAS-TE inh	bovine MsrA act	NRP1-CendR mod	SKN-1 block	MLLE-PAM2 inh	eLon inh	Neddyl block	MT1-MMP act inh
O=C(c1cccc(COc2ccc(Cl)cc2Cl)c1)N1CCN(c2ccccn2)CC1	2	36	6	-6	9	0	-4	i	-6
COc1ccc2nc(C)cc(Nc3ccc(C(=O)O)cc3)c2c1	0	-5	0	6	8	6	-4	i	1
Cc1ccc(-c2cn3cccnc3n2)cc1	1	-1	-4	2	11	5	-14	.	1
COc1ccc(C(CNC(=O)Cc2cc(OC)c(OC)c(OC)c2)N2CCCC2)cc1 (stereo not drawn)	5	-5	-5	-11	-10	-7	-8	i	-5
